Screens: PubChem BioAssay, The Scripps Research Institute Molecular Screening Center
CHRM4 PAM – human M4 muscarinic receptor positive allosteric modulators, primary screen, CHO-K1 cells, Fluo-8 calcium fluorescence | Muscarinic acetylcholine receptor M4 (Homo sapiens), P08173 | CHO-K1 hM4/Gqi5, ACh EC20; 0% = ACh EC20, 100% = maximal ACh | activation, % at 3 µM | 0.4% of 360,000 active | AID 624126, 2012;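 active = activation above its plate's cutoff, the mean activation of sample wells plus 3 SD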; note: some results filed as inactive read as strong as hits
Target sequence (P08173 whole entry, looked up): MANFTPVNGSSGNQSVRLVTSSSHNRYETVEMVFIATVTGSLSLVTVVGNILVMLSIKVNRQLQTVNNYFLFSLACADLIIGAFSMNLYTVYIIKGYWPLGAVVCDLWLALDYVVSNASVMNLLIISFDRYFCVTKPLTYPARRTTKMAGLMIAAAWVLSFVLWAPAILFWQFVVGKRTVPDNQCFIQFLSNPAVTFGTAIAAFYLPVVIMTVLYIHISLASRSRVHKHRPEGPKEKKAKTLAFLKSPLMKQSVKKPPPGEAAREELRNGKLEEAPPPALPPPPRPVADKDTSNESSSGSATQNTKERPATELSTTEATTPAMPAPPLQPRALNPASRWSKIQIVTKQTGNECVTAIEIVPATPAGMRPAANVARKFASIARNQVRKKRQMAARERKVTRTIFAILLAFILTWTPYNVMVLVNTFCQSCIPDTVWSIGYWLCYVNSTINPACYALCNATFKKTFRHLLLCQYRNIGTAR
M5 ag – human M5 muscarinic receptor agonists, primary screen, CHO-K1 cells, Fluo-8 calcium fluorescence; CHO-K1 hM5 cells; 0% DMSO wells, 100% maximal acetylcholine response; activation, % at 3 µM; 0.19% of 360,000 active;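 active = activation above the run's mean over test compounds plus 3 SD, cut at about 23% in these data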;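 note: signal is peak over basal fluorescence ratio across the kinetic read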
Target sequence (P08912 whole entry, looked up): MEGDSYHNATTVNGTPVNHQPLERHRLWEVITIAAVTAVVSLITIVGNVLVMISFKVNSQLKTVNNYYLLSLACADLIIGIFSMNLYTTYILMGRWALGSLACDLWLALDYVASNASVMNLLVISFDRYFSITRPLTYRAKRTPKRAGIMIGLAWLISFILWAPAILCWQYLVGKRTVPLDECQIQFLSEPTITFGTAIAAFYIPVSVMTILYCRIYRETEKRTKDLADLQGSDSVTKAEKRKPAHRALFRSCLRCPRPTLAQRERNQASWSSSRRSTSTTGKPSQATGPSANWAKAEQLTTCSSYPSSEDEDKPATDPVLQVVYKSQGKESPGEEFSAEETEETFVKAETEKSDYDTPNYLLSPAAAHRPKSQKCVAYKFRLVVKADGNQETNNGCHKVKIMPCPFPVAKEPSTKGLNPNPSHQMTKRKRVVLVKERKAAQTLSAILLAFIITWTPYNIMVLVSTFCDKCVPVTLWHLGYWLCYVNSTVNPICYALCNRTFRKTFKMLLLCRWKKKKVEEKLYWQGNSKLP
M5 PAM – human M5 muscarinic receptor positive allosteric modulators, primary screen, CHO-K1 cells, Fluo-8 calcium fluorescence; activation, % at 3 µM; CHO-K1 hM5, ACh EC20 PAM; 0% = ACh EC20, 100% = ACh EC100; AID 624038, 2012; 0.3% of 360,000 active;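 active = activation above the run cutoff, the mean activation of all test compounds plus 3 SD, cut at about 18% in these data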
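Replicates: One well per compound, no replicates | System: Human M5 receptor in CHO-K1 cells | Benchmarks: Low control EC20 acetylcholine (0%), high control EC100 acetylcholine (100%) | Probe or stimulus: Acetylcholine, EC20 level | Times: Fluo-8 loading 80 min at 37 °C plus 30 min room temperature | Signal: Intracellular calcium via Fluo-8 fluorescence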
CHRM4 agonist – human M4 muscarinic receptor agonists, primary screen, CHO-K1 cells, Fluo-8 calcium fluorescence. Muscarinic acetylcholine receptor M4 (Homo sapiens), P08173. CHO-K1 hM4/Gqi5; vehicle 0%, full acetylcholine response 100%. activation, % at 3 µM. 0.14% of 360,000 active;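 active = activation above the run mean over all test wells plus 3 SD, cut at about 32% in these data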;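 note: peak over basal fluorescence ratio per well then scaled between controls; 0% = DMSO wells and 100% = acetylcholine at EC100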
CHO-K1 Ca ag – counter-screen for M1 agonists: effect in parental CHO-K1 cells. Fluo-8 calcium fluorescence; scaled to maximal ATP response, vehicle zero. activation, % at 3 µM. 0.48% of 360,000 active; in the data active = activation above about 15%;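 note: untransfected CHO-K1 host cells lacking M1 receptor as counterscreen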
CHRM5 antagonist – human M5 muscarinic receptor antagonists, primary screen, CHO cells, Fluo-8 calcium fluorescence. CHO-hM5 cells, ACh EC80. inhibition, % at 3 µM. 0.59% of 360,000 active. AID 624040, 2012;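 active = inhibition above a per-plate cutoff, the mean of that plate's test compounds plus 3 SD, cut at about 27% in these data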;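 note: 0% = acetylcholine EC80 with DMSO and 100% = DMSO without agonist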
CHO-K1 Ca antag – M1 antagonist counterscreen hit in parental CHO-K1 cells; ATP-induced calcium, Fluo-8 fluorescence; inhibition, % at 3 µM; 0.6% of 360,000 active;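 active = inhibition above a per-plate cutoff, the plate's mean sample inhibition plus 3 SD, cut at about 24% in these data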;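 note: 0% = DMSO plus EC80 ATP and 100% = DMSO alone without ATP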
M1 PAM parental – nonselective calcium activators in parental CHO-K1 cells, primary screen, counter-screen for M1 PAM project, cell-based, Fluo-8 calcium fluorescence, full deck, 1536-well | ATP EC20; 0% at ATP EC20, 100% at ATP max | activation, % at 3 µM | 0.02% of 360,000 active;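 active = activation above the run cutoff, the mean activation of all test compounds plus 3 SD, cut at about 40% in these data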;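 note: peak over basal fluorescence ratio in a 140 s read after ATP addition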
CHRM4 antagonist – human M4 muscarinic receptor antagonists, primary screen, CHO cells, Fluo-8 calcium fluorescence. Muscarinic acetylcholine receptor M4 (Homo sapiens), P08173. CHO-hM4 cells, ACh EC80. inhibition, % at 3 µM. 0.73% of 360,000 active. AID 624125, 2012;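 active = inhibition above its plate's cutoff, the mean inhibition of sample wells plus 3 SD, cut at about 27% in these data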;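 note: 0% = acetylcholine EC80 with DMSO and 100% = DMSO without agonist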
* hit, by the source's call. This is a random part of the collection; overall some 2.7% were active at least once.

SMILES | CHRM4 PAM | M5 ag | M5 PAM | CHRM4 agonist | CHO-K1 Ca ag | CHRM5 antagonist | CHO-K1 Ca antag | M1 PAM parental | CHRM4 antagonist
O=C(c1ccco1)N1CCN(C(=O)C23CC4CC(CC(C4)C2)C3)CC1 | 7 | 0 | -3 | 2 | 0.2 | 3 | -1 | -10 | -9
O=S(=O)(c1cccc(F)c1)N1CCN(c2nc(-c3cccnc3)nc3ccccc23)CC1 | -1 | 3 | -5 | 6 | 2.5 | 8 | -10 | 9 | -3
CC(C)OC(=O)N(C)C[C@H]1OCc2cnnn2CCCC(=O)N([C@@H](C)CO)C[C@H]1C | 6 | 2 | 4 | 0 | 0.4 | -3 | 0 | 14 | -8
CCN(CC)CCn1c(NCc2ccc3c(c2)OCO3)nc2ccccc21 | -2 | -10 | 6 | 1 | 1.6 | 7 | -17 | 3 | 6
COc1ccc(CCCNC(=O)C2Cc3c(-c4ccccc4)ccnc3O2)cc1 (configuration not stated) | 5 | 0 | 10 | 5 | 1.1 | -14 | -10 | 25 | -17
CCOC(=O)C1=C(COC(=O)[C@@H](NC(=O)c2cccc(C)c2)C(C)C)NC(=O)NC1C (some centres not stated) | -3 | 2 | -5 | 7 | 1.5 | 19 | -3 | 4 | -9
Fc1ccc(C2CCCN2Cc2nc(CC3CC3)no2)cc1 (configuration not stated) | -3 | 1 | 2 | -1 | 0.2 | 4 | -5 | 18 | -2
CCOc1cccc(CNc2ccc(O)cc2)c1OCc1ccc(Cl)cc1 | 2 | -7 | 2 | -2 | 0.4 | 3 | -14 | 21 | 18
COc1ccc2[nH]c3c(=O)n(Cc4ccc(C(=O)N5CCCC5)cc4)c(=S)[nH]c3c2c1 | -1 | 0 | -2 | 0 | 0.9 | 4 | -20 | 17 | 0
Cc1onc(COc2ccccc2O)c1Br | 2 | -2 | 1 | 1 | 0.2 | 5 | 4 | 2 | 7
COc1cccc2c(=O)n(CC(=O)Nc3ccc(F)cc3)ccc12 | 7 | 1 | -1 | 0 | -0.2 | -4 | 19 | 8 | -18
COc1ccc(NC(=O)/C(=C\c2ccco2)NC(=O)c2ccco2)cc1 | 0 | 1 | 5 | 1 | -0.5 | -11 | 4 | -9 | 6
Cc1ccc(-n2c(Cc3cccs3)nnc2SCC(=O)Nc2ccc(S(N)(=O)=O)cc2)cc1 | 9 | 1 | -1 | -2 | -0.4 | -1 | 25* | -8 | 4
CN1C(=O)c2cccc(N(C)C)c2C1=O | 7 | 0 | 0 | 0 | -0.1 | 3 | -10 | 2 | -3
Cc1ccc(NC(=O)Cn2c(O)c(N=NC(N)=O)c3ccccc32)cc1 | 8 | 0 | 5 | 1 | 0.0 | 1 | 9 | -7 | -2
CCOCCCNC(=O)N[C@@H](Cc1ccccc1)C(=O)OC | 6 | 2 | 8 | 1 | -0.1 | -7 | 8 | -4 | 0
COc1cccc(C2CC(c3ccc(C)cc3)n3ncnc3N2)c1 (configuration not stated) | 9 | -3 | 4 | 2 | 0.5 | 1 | 12 | -5 | -7
COc1ccc(Nc2nc(N)nc(CN3CCOCC3)n2)cc1 | 6 | -5 | 6 | 0 | 0.3 | -14 | -8 | 17 | -1
Clc1ccc(CO/N=C2\CCCc3nonc32)c(Cl)c1 | -4 | -6 | -4 | -2 | -0.3 | -2 | 2 | 11 | 4
Cc1ccc(-c2csc(NC(=O)N3CCOCC3)n2)cc1 | -3 | -1 | -1 | 5 | 6.1 | -7 | 8 | 6 | -7
CC(C)C[C@H]1CNC(=O)C(=O)N1C[C@H]1CCCN1C[C@H](Cc1ccc(O)cc1)N1C[C@H](CC(C)C)N(CC2CCCCCC2)C(=O)C1=O | -5 | 0 | -1 | 0 | 1.3 | 1 | -28 | 20 | -1
C[C@@H]1COC(=O)[C@@H](CC(=O)OC(C)(C)C)C/C=C\C[C@H](CC(=O)NCCO)C(=O)N1 | -1 | -2 | -1 | 0 | 2.7 | 10 | 8 | 6 | -3
CCOC(=O)C1CCN(Cc2cccc(OCc3ccccc3)c2)CC1 | -8 | -23 | -9 | -1 | 0.6 | 5 | -5 | 12 | -19
COc1ccc(CNC(=O)CCS(=O)(=O)c2cccc3nonc23)cc1 | 22 | 1 | 0 | 2 | 0.4 | -4 | -15 | 26 | -6
COc1ccc2c(c1)OC(=O)CC2c1ccccc1OC (configuration not stated) | 3 | -3 | 7 | 0 | -0.1 | -9 | 6 | -3 | -15

Four compounds from above, sorted by their value in M5 PAM, lowest first.
SMILES	M5 PAM
Cc1onc(COc2ccccc2O)c1Br	1
CC(C)OC(=O)N(C)C[C@H]1OCc2cnnn2CCCC(=O)N([C@@H](C)CO)C[C@H]1C	4
COc1ccc(Nc2nc(N)nc(CN3CCOCC3)n2)cc1	6
CCOCCCNC(=O)N[C@@H](Cc1ccccc1)C(=O)OC	8

More records
SMILES | CHRM4 PAM | M5 ag | M5 PAM | CHRM4 agonist | CHO-K1 Ca ag | CHRM5 antagonist | CHO-K1 Ca antag | M1 PAM parental | CHRM4 antagonist
CN1C(=O)NC(c2cccc(F)c2)C2=C1CC(C)(C)CC2=O (configuration not stated) | -4 | -2 | 0 | 1 | 5.4 | 9 | 0 | 7 | -5
Cc1ccc(NC(=O)C(C)Sc2nnc3n2CCCCC3)cc1S(=O)(=O)N1CCOCC1 (configuration not stated) | 8 | 0 | -1 | 1 | 1.0 | 15 | -12 | 19 | -3
CCCCCCc1cc2cc(S(=O)(=O)c3ccc(Cl)cc3)c(=O)oc2cc1O | 1 | 0 | -5 | 0 | 0.1 | 3 | 1 | -1 | 2
Cc1ccc(CN(Cc2ccccc2)C(=S)NCC(=O)NCc2cccnc2)o1 | -2 | -1 | 5 | 2 | 1.9 | -6 | -11 | 8 | 0
O=C(Cc1ccc(F)cc1)NCCc1ccccc1 | 3 | -2 | -1 | 0 | -0.4 | 0 | -3 | -1 | -18
COc1ccc2c(c1OC)C(=O)N1C2SC(C)(C)[C@H]1C(=O)NC(C)C (some centres not stated) | 2 | -3 | -1 | 1 | 0.0 | 1 | -10 | 9 | -12
FC(F)(F)c1cc(Cl)c2nnc(-c3cccnc3)n2c1 | 2 | -5 | -7 | 0 | 0.4 | -3 | -13 | 24 | -14
Cc1ccc(S(=O)(=O)CNC(=S)c2ccc3ccccc3c2)cc1 | 2 | -1 | -1 | 1 | 1.1 | 5 | -26 | 7 | -1
O=C(NCCCN1CCN(CCCNC(=O)c2cccc([N+](=O)[O-])c2)CC1)c1cccc([N+](=O)[O-])c1 | -13 | -5 | 8 | 1 | 0.9 | -10 | -19 | 19 | 11
COc1ccc(Cn2c(-c3ccco3)nc3oc4cc(OC)ccc4c(=O)c3c2=O)cc1 | -4 | 1 | 0 | 0 | -0.3 | -2 | 14 | -6 | 1
O=C(C[C@@H]1C/C=C\C[C@H](NC(=O)OCC2c3ccccc3-c3ccccc32)C(=O)OC[C@H]2CCCN2C1=O)N[C@@H](CO)Cc1ccccc1 | -5 | 2 | -6 | 3 | -0.1 | 12 | 7 | -8 | 6
O=C1C2C(C(=O)N1c1ccccc1)N1CCCN1C2c1ccccc1 (configuration not stated) | 3 | 2 | -1 | 0 | -0.2 | -5 | 12 | -13 | -7
COCCC(=O)N1CCC(Oc2ccc(C(=O)N(C)CCCC3CCCC3)cc2)CC1 | 0 | 2 | -7 | 9 | 6.7 | 9 | -5 | 9 | 5
CC(C)(C)NC(=O)NC(=O)CN1CCN(c2ccccc2O)CC1 | 6 | 2 | 3 | 0 | 0.0 | 4 | -1 | -5 | 1
COc1ccc2cc(C#N)c(NC(C)C)nc2c1 | 9 | -7 | -8 | -1 | -0.7 | 3 | -4 | 15 | -2
Cc1cccn2c(=O)c(/C=C(\C#N)C(N)=O)c(Oc3ccccc3)nc12 | -5 | 0 | 6 | 0 | 0.5 | 7 | 6 | -13 | 11
CCN1CCN(c2cc(C)c3cc(NC(=O)c4cccnc4Cl)ccc3n2)CC1 | 9 | -7 | 5 | 0 | -0.2 | 1 | -9 | -2 | 1
Oc1ccccc1C=NNC(=S)NN=Cc1ccccc1O | -1 | 2 | -2 | 0 | 0.6 | 11 | -6 | -10 | 6
CNNC(=S)Nc1cccc(SC)c1 | -13 | -14 | 13 | -1 | 0.0 | -11 | -8 | 10 | 2
COc1ncc(-c2ccc3c(c2)S(=O)(=O)c2cccc(C(=O)NCc4ccco4)c2C3=O)cn1 | -1 | 1 | -5 | 2 | 0.5 | 7 | -12 | 9 | 14
CC(=O)OCC(=O)Nc1c(C)cccc1C | 10 | 1 | 12 | 2 | 0.5 | -4 | 1 | -3 | -7
CC[C@@H]1Cc2[nH]c(=O)[nH]c(=O)c2[C@H](c2ccc(Cl)cc2)O1 | 8 | 2 | -6 | 0 | -0.1 | -6 | -18 | 4 | -10
C/C(=C\c1ccccc1)C(=O)Nc1ccc(S(=O)(=O)Nc2ncccn2)cc1 | -1 | -3 | 5 | 0 | -0.6 | 6 | -6 | 14 | 12
CC(C)CC(=O)OC1C(N2CCOCC2)c2c(ccc(/C=C/C(=O)N3CCOCC3)c2O)OC1(C)C (configuration not stated) | -2 | 0 | 0 | 0 | 15* | -6 | 4 | 14 | 3
COc1ccccc1C1c2[nH]c3ccccc3c2CCN1Cc1cnc(C)s1 (configuration not stated) | -15 | -10 | 2 | -1 | 1.0 | 3 | -5 | 21 | 13

Next entries follow:
SMILES | CHRM4 PAM | M5 ag | M5 PAM | CHRM4 agonist | CHO-K1 Ca ag | CHRM5 antagonist | CHO-K1 Ca antag | M1 PAM parental | CHRM4 antagonist
Cc1ccc(CNC(=O)C2CCN(S(=O)(=O)c3ccc(Br)s3)CC2)cc1 | -4 | -1 | 9 | 0 | 0.8 | 3 | -15 | 1 | 5
CC(C)C(=O)Nc1nc2cc3c(cc2s1)OCO3 | 3 | 0 | 1 | 1 | 2.7 | -3 | 9 | 15 | -9
N#Cc1c(=O)c2nc(NCc3ccccc3)ncc2n2ccccc12 | 9 | 0 | -1 | 0 | 0.0 | 6 | -7 | -4 | 5
O=C(c1ccc(C(=O)N2CCOCC2)s1)N1CCOCC1 | 2 | 0 | 6 | 0 | 0.6 | -10 | -5 | 23 | -3
O=CN1CCCN(Cc2nc(Cc3ccccc3F)no2)CC1 | 6 | -3 | -8 | 4 | 0.3 | 13 | -3 | 5 | -5
COc1ccc(-c2cc(-c3nnc(COC(=O)CC4CC5CCC4C5)o3)c3ccccc3n2)cc1OC (configuration not stated) | 1 | 2 | -2 | 4 | 0.7 | 8 | 9 | 8 | 0
CC(C)(C)c1nc(N2CCN(C(=O)c3ccco3)CC2)c2nnn(Cc3ccccc3)c2n1 | -5 | -3 | -3 | -1 | 0.7 | 1 | -8 | 22 | -5
CCn1c(N)c(C(=O)NCc2ccc3c(c2)OCO3)sc1=S | 6 | -2 | 4 | 2 | 1.1 | -2 | -3 | 3 | -3
